Bioassay records (PubChem BioAssay)
TAG inh: inhibitors of triacylglycerol accumulation; 230,000 tested, 0.66% active; inhibition, % at 12.5 µM; H9c2 cells, Nile Red lipid (TAG) fluorescence; cells loaded with 200 µM oleic acid;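 active means pattern-corrected inhibition of lipid staining of at least 50% with the nuclear-stain viability signal not falling by more than 50%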;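 further: 0% = DMSO wells and 100% = triacsin C control wells; some results filed as inactive read as strong as hits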
TAG inh DAPI viability: second read-out of TAG inh, no call of its own (marks repeat the call); DAPI nuclei signal change (viability), lower = more cytotoxic, %;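 whole-well DAPI fluorescence read on a plate reader as a viability signal; minus 50 percent equals half of cells still viable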
* = called active by the depositor; i = inactive.

molecule | TAG inh | TAG inh DAPI viability
COc1ccccc1CNC(=O)Cn1nc(C)c([N+](=O)[O-])c1C | 7 | -4
COC(=O)c1ccc(Cl)c(NC(=O)CN(c2ccc(OC)cc2)S(=O)(=O)c2ccccc2)c1 | -5 | 2
CCc1noc(C)c1C(=O)NCCN1C(=O)S/C(=C\c2ccccc2F)C1=O | 6 | -8
O=C(CCN1CCN(Cc2ccccc2)CC1)NNC(=O)c1ccc(Cl)c(Cl)c1 | 14 | -2
O=C1CN(C(=O)COC(=O)c2cccc(Br)c2)c2ccccc2N1 | 3 | -9
Nn1c(SCC(=O)Nc2ccc3c(c2)OCO3)nnc1-c1ccc(Cl)cc1 | -1 | 12
COc1ccccc1NC(=O)CSc1nnc(Cc2cc(=O)[nH]c(=O)[nH]2)n1-c1ccccc1 | 4 | -4
NCCCCCc1nnc(SC/C=C/c2ccccc2)o1 | -6 | 4
Cc1ccc(Cl)cc1N(CC(=O)N1CCCCCC1)S(C)(=O)=O | -14 | 8
CN(C)c1cccc(C(=O)NNC(=O)/C=C/c2cccs2)c1 | 1 | -4
COc1ccc(NC(=O)COC(=O)Cc2c(F)cccc2Cl)cc1OC | -6 | -6
CCCc1cc(=O)[nH]c(SCC(=O)NN(c2ccccc2)c2ccccc2)n1 | 1 | -11
CC(C)C1C(=O)N(Cc2cn(CC3CCCCC3)nn2)CCS(=O)(=O)N1Cc1ccc(-c2ccc(Cl)nc2)cc1 (stereo not given) | 27 | 2
O=C(CN1CCN(C(=O)c2ccco2)CC1)Nc1ccc(Cl)c(C(F)(F)F)c1 | 1 | -3
Clc1ccc2oc(-c3cccnc3)nc2c1 | -3 | 1
O=C1N=C(N2CCOCC2)S/C1=C/c1cc2c(cc1[N+](=O)[O-])OCO2 | 26 | -16
COC(=O)c1ccc(C(=O)OC)c(NC(=O)COC(=O)C2CCCCC2)c1 | 10 | -7
COc1ccc(OC)c(C(=O)N2CCCC(Nc3ccc(F)cc3)C2)c1 (stereo not given) | -20 | 0
O=C(CN1C(=O)c2cccc3cccc1c23)N1CCN(c2cccc(Cl)c2)CC1 | 5 | 3
COc1ccc(C2C3(C#N)C(N)=NC(OC)(OC)C23C#N)cc1 (stereo not given) | -7 | 10
CCOC(=O)C1=C(CSc2nc(C)ccc2C#N)OC(N)=C(C#N)C1c1cccc(OC)c1OC (stereo not given) | 4 | -3
CC1Cc2ccccc2N1C(=O)COC(=O)CCc1nc2ccccc2c(=O)[nH]1 (stereo not given) | -1 | -3
CCN(CC(=O)Nc1ccccc1C(F)(F)F)C(=O)c1ccc2c(=O)n3c(nc2c1)CCC3 | 7 | 1
COc1ccc(-c2oc3ccc(N4CCOCC4)cc3c2C#Cc2ccc(N)cc2)cc1 | 45 | i
Cc1nc2ccccc2n1CC(=O)OCC(=O)NCCc1ccccc1 | -6 | 1
COc1ccc(-c2ccc(CCC(=O)O)n2NC(=O)c2ccc(C(C)(C)C)cc2)cc1 | -15 | 8
COc1ccc(C2=NN3C(C2)c2ccccc2OC3c2cccs2)cc1 (stereo not given) | -9 | 12
Nc1cccc(-c2ccc(CO)o2)c1 | -14 | 8
O=C1NC2(CCCc3ccccc32)C(=O)N1CCOc1ccc(Br)cc1 (stereo not given) | 2 | 0
Cc1ccc(/C=N/NC(=O)CN2CCN(Cc3ccccc3Cl)CC2)o1 | -2 | -1
CCOC(=O)C1CCN(Cc2ccc(OC)c(C)c2OC)CC1 | 0 | -2
Cc1cc(C)c(C(=O)C2OC(=O)C(C)(C)C(=O)C2(C)C)c(C)c1 (stereo not given) | 0 | 6
COc1cc(OC)c2c(-c3cccc(-c4ccc(C(C)=O)cc4)c3)cc(=O)oc2c1 | 17 | -38
COc1cccc(-c2nnc(-c3ccc(C)o3)o2)c1 | 9 | 17
Cc1nc(SCC(=O)c2cc(C)n(C3CC3)c2C)c2ccccc2n1 | -15 | 4
COc1ccc(N(C(=O)CNC(=O)c2ccco2)C(C(=O)NC2CCCC2)c2ccncc2)cc1 (stereo not given) | -7 | -5
COC(=O)c1cc(-c2ccc(OC)c(OC)c2)on1 | -12 | 5
COc1ccc(NC(=O)/C(=C/c2cccs2)NC(=O)c2ccco2)cc1 | 6 | -7
CN(C)S(=O)(=O)c1ccc(C(=O)OCC(=O)Nc2ccc(OC(F)F)cc2)cc1 | 4 | -4
COc1cccc(N2C(=O)CC(N3CCc4ccccc4C3)C2=O)c1 (stereo not given) | -14 | 6
CC(C)NC(=O)Nc1n[nH]c(Nc2ccc(Cl)cc2)n1 | 12 | i
CC(C)CN(CC(C)C)C(=O)C12CCC(C)(C(=O)O1)C2(C)C (stereo not given) | -2 | -2
O=C(CN1C(=O)NC2(CCc3ccccc32)C1=O)NCC(=O)Nc1ccc(F)cc1 (stereo not given) | -10 | -1
CCc1nc2c(OCc3c(C)noc3C)cccn2c1N(C=O)Cc1ccccc1 | 13 | -22
CS(=O)(=O)c1ccccc1C(=O)N(CCc1ccccc1)Cc1ccccc1 | 6 | -6
O=[N+]([O-])c1ccc(N2CCCCC2)cc1NCCOc1ccccc1 | 3 | -3
Cc1ccc(C(=O)Nc2nc(-c3ccccn3)cs2)s1 | 3 | -15
Cc1ccc(C)c(OCc2cc(C(=O)NC(c3ccccn3)C(F)(F)F)no2)c1 (stereo not given) | -17 | 7
CC(/C=C1\SC(=S)N(CCC(=O)Nc2ccc(O)cc2)C1=O)=C\c1ccccc1 | 14 | -15
CCOC(=O)CS(=O)(=O)c1ccccc1 | -1 | -5

Next entries:
molecule | TAG inh | TAG inh DAPI viability
Cc1cc(Cl)ccc1C(O)c1ncc(-c2ccc(F)cc2)[nH]1 (stereo not given) | -33 | 4
CCN(CCNC(=O)Nc1ccc(Cl)cc1)c1ccccc1 | -26 | -3
CCN1C(=O)[C@@H]2[C@@H](c3ccc(-c4cc(C(C)=O)cs4)cc3)N3CCC[C@@]3(C(=O)OC)[C@@H]2C1=O | -4 | 10
N#Cc1ccccc1OCC(=O)NCC1(N2CCCCC2)CCCCC1 | 3 | 9
COc1ccc2c(c1)N1CCN=C1N2C | 9 | -4
Cc1cc(NC(=O)CO/N=C/c2ccc3c(c2)OCO3)ccc1Br | -6 | 6
C=CCOC(=O)/C(=C\c1cccc2ccccc12)NC(=O)c1ccccc1 | 24 | -1
C1CCN=C(Nc2nn[nH]n2)CC1 | 19 | -16
Cc1ccc(OC(C)C(=O)Nc2cc(C)on2)cc1 (stereo not given) | 7 | 5
COc1ccccc1OCCn1cc(/C=N/NC(=O)c2ccncc2)c2ccccc21 | 6 | -6
COc1ccc([C@@H]2CC=C(C(=O)O)[C@H](c3ccc(F)cc3)N2S(=O)(=O)c2ccc(Cl)cc2)cc1 | 27 | 3
CC(C)=CCC[C@](C)(O[C@@H]1O[C@H](CO[C@@H]2OC[C@@H](O)[C@H](O)[C@H]2O)[C@@H](O)[C@H](O)[C@H]1O)C1CC[C@]2(C)C1[C@H](O)CC1[C@@]3(C)CC[C@H](O[C@@H]4O[C@H](CO)[C@@H](O)[C@H](O)[C@H]4O)C(C)(C)C3CC[C@]12C (stereo not given in full) | 13 | 1
Cc1ccc(C(=O)OCC(=O)NCc2ccccc2)s1 | -25 | 9
O=C(COc1ccccc1)NCC(=O)N/N=C/c1ccc(O)cc1O | 5 | -16
COc1ccc(C2CC(c3ccc(F)cc3)n3nc(NS(C)(=O)=O)nc3N2)cc1 (stereo not given) | -4 | -7
CCOC(=O)C1=NN(C(=O)c2ccc(C)cc2)C(O)(c2ccc(Cl)cc2)C1 (stereo not given) | -9 | 12
CCOc1ccsc1C(=O)OC | 10 | -2
COc1cc(/C=N/NC(=O)CCC(=O)NC2CCCCC2)ccc1C | -9 | -6
Cn1nc(C(F)(F)F)c(-c2ccc(Br)cc2)c1NC(=O)c1ccco1 | 8 | -4
Cc1ccc(OCC(=O)Nc2ccc3c(c2)ncn3C)cc1 | -3 | -1
CSc1nn(-c2ccc(C(=O)OC(C(=O)NC(N)=O)C(C)C)cc2)c(=S)s1 (stereo not given) | -1 | -8
Cc1ccc(NC(=O)CN(C)C(=O)c2cc(S(=O)(=O)N(C)C)ccc2N2CCCC2)cc1 | -7 | 1
C[C@H](NC(=O)c1nc[nH]c1C(=O)N(C)Cc1ccccc1)c1ccccc1 | -4 | 1
CCN(CC(=O)Nc1c(F)cccc1F)C(=O)CCCN1C(=O)c2ccccc2C1=O | -22 | 2
CC1(C(=O)NS(=O)(=O)c2ccc(Cl)cc2)CCN1C(=O)CCc1ccccc1 (stereo not given) | -1 | 2

4 of the compounds above, as labelled records:
CCc1nc2c(OCc3c(C)noc3C)cccn2c1N(C=O)Cc1ccccc1
  TAG inh: 13
  TAG inh DAPI viability: -22
CS(=O)(=O)c1ccccc1C(=O)N(CCc1ccccc1)Cc1ccccc1
  TAG inh: 6
  TAG inh DAPI viability: -6
O=[N+]([O-])c1ccc(N2CCCCC2)cc1NCCOc1ccccc1
  TAG inh: 3
  TAG inh DAPI viability: -3
Cc1ccc(C(=O)Nc2nc(-c3ccccn3)cs2)s1
  TAG inh: 3
  TAG inh DAPI viability: -15

Nothing new here: entries from further up.
molecule | TAG inh | TAG inh DAPI viability
CCN(CC(=O)Nc1c(F)cccc1F)C(=O)CCCN1C(=O)c2ccccc2C1=O | -22 | 2
CC1(C(=O)NS(=O)(=O)c2ccc(Cl)cc2)CCN1C(=O)CCc1ccccc1 (stereo not given) | -1 | 2

(list continues)
molecule | TAG inh | TAG inh DAPI viability
CCN1C(=O)[C@@H]2[C@@H](c3ccc(-c4ccc(Cl)c(Cl)c4)cc3)N3CCCC[C@@]3(C(=O)OC)[C@@H]2C1=O | 16 | 0
COc1ccccc1NC1SC(=O)N(c2ccccc2)C1=O (stereo not given) | 8 | -8
COc1cccc(-n2cnnc2SCC(=O)NC2CC2)c1 | 3 | 0
O=C(c1ccc(Cl)nc1)N1CCN(S(=O)(=O)c2ccc(Cl)cc2)CC1 | 13 | -12
COc1ccc(-c2nnc(SC)o2)c(OC)c1 | 6 | -10
Cc1ccccc1N1C(=O)c2cccc([N+](=O)[O-])c2C1=O | 2 | -2
O=C(Nc1cccc(OC(F)(F)F)c1)C1Cc2c(-c3ccccc3Oc3ccccc3)ccnc2O1 (stereo not given) | -31 | -8
COc1ccccc1-c1cc(C(F)(F)F)c(C#N)c(=O)[nH]1 | -7 | 4
Cc1cc(C)nc(SCc2nnc(SCC(=O)Nc3ccc(C)c(C)c3)o2)n1 | -14 | 16
Cc1cc(C(=O)NCCc2ccc(Cl)cc2)c(C)o1 | -24 | -7
COc1ccc(CCN2C(=O)C=CC2=O)cc1OC | 25 | 1
COc1cccc(OC)c1C(=O)OCCCOC(=O)c1c(OC)cccc1OC | -5 | 2
CCCc1cc(=O)[nH]c(SCC(=O)OCc2ccccc2)n1 | 10 | 7
CCOC(=O)c1cn(-c2ccccc2)nc1-c1cccnc1 | 8 | 16
CCOc1ccccc1CN1CCNC(=O)C1CC(=O)NCc1nc(C)cs1 (stereo not given) | 11 | -4
CC(OC(=O)c1cccnc1)C(=O)Nc1ccc2c(c1)OCO2 (stereo not given) | 3 | -1
Cc1cccc(N2CCN(c3ccc(NC(=O)/C=C(/C(=O)O)c4ccccc4)cc3)CC2)c1 | 5 | -4
COc1ccccc1OCCNC(=O)C1CC(=O)N(Cc2ccccc2)C1 (stereo not given) | -1 | -2
COc1ccc(CCNC(=O)CCC(=O)N2CC(C)Oc3ccc(Cl)cc32)cc1OC (stereo not given) | 15 | 2
c1ccc(/N=C2\N=C(Nc3ccccn3)c3ccccc32)nc1 | 51* | -11*
COc1ccccc1NS(=O)(=O)c1cc(NC(=O)c2sccc2C)ccc1N1CCCC1 | 2 | 0
COc1ccc(CN2CCN(C(=O)c3cccs3)CC2)cc1Br | 17 | -8
CCOc1ccc(CCNC(=O)C2(c3ccccc3)CC2)cc1OCC | 19 | -1
Cc1ccnc(SCCn2c(N3CCC(C)CC3)nc3c2c(=O)[nH]c(=O)n3C)n1 | -1 | -3
COc1ccc(Cl)cc1NC(=O)CN1CCC(n2nnc3ccccc32)CC1 | -13 | 9
COc1cnn(-c2ccccc2)c(=O)c1SCc1ccc(Cl)cc1Cl | -7 | 1
CCOC(=O)CC1C(=O)NCCN1C(=O)c1cc2c(=O)n3cccc(C)c3nc2s1 (stereo not given) | 6 | 37
CN(CC(=O)NCCCn1ccnc1)S(=O)(=O)c1ccc(Cl)cc1 | -3 | -4
NS(=O)(=O)c1ccc(CNC(=O)c2ccc3c(c2)OCO3)cc1 | 11 | 9
COc1cc(C)nc(N2CCCC(C(=O)Nc3cc(Cl)ccc3OC)C2)n1 (stereo not given) | 2 | -13
CCc1nc2ccc(C(=O)NCCc3ccccn3)cn2c1N(C)Cc1ccc(N(C)C)cc1 | -3 | 6
O=C(Cc1nnc(NC(=O)Nc2ccccc2)s1)Nc1ccccc1 | -1 | 11
COc1ccc(S(=O)(=O)NCCCN2CCOCC2)cc1F | -13 | 3
Cc1nc2nc(-c3ccco3)nn2c(C)c1Cl | 1 | -1
CC(O)(c1ccccc1)c1nc(-c2ccc(S(C)(=O)=O)cc2)cs1 (stereo not given) | -12 | -1
CCN1C(=O)[C@H]2[C@@H](c3ccc(-c4ccc(Cl)c(Cl)c4)c(OC)c3)N[C@@](Cc3ccccc3)(C(=O)OC)[C@H]2C1=O | 34 | -5
Nc1ccc(Oc2ccc3nc(-c4ccccc4)c(-c4ccc([N+](=O)[O-])cc4)nc3c2)cc1 | 14 | -8
COc1ccc2nc(SC)c(C#N)cc2c1 | -6 | 1
CN(C(=O)CSC1=Nc2ccccc2C2=NC(c3ccccc3)C(=O)N12)C1CCCCC1 (stereo not given) | -12 | 24
CN(C(=O)c1ccccc1OC1CCN(S(C)(=O)=O)CC1)C1CCOC1 (stereo not given) | 3 | -7
O=C1CC(N2CCCc3ccccc32)C(=O)N1c1ccccc1Cl (stereo not given) | 2 | 3
CN1CCN(C(=O)CSc2ccc(Cl)cc2)CC1 | 17 | -11

Only part of the results is shown; the hit share may differ from the screen's.
